High-throughput results: PubChem BioAssay, several laboratories
GPR7 antagonist – blocks human GPR7 receptor signaling; P48145; 290,000 tested, 1.1% active; GPR7-expressing cells, fluorescence antagonist assay; inhibition, % at 4.4 µM; in the data active = inhibition above about 16%, passing the limit was not always enough;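 note: cells stimulated with the agonist NPW; 0% = agonist with vehicle and 100% = vehicle without agonist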
GalR3 antagonist – antagonists of human GalR3 | O60755 | inhibition, % at 3 µM | HEK293 GalR3-CNG cAMP membrane potential fluorescence; galR3 body fused to GalR1 C-terminus | 360,000 tested, 0.44% active;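 active = inhibition above the screen-wide average plus 3 SD, cut at about 13% in these data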;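 note: forskolin and galanin both at EC90 stimulate the cells; cAMP rise reported by CNG channel membrane potential dye signal; 0% = forskolin plus galanin with DMSO and 100% = forskolin alone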
Target sequence (O60755 1-299 limits assumed): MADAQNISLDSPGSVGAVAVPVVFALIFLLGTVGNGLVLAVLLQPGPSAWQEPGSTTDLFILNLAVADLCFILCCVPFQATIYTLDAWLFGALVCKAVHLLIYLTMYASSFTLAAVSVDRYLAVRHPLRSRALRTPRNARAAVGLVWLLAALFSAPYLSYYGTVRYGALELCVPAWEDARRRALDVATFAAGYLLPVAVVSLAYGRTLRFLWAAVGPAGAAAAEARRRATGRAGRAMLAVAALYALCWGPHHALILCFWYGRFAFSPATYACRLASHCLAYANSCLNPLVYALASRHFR
DNA FID counter – displaces DNA intercalator in HCV helicase counter-screen; DNA fluorescent intercalator displacement, fluorescence; inhibition, % at 7.9 µM; 290,000 tested, 0.17% active; AID 1845; in the data active = inhibition above about 37%;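 note: 0% = vehicle and 100% = reference compound; higher means more ethidium bromide displaced from hairpin DNA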
OXTR ag – agonists of human oxytocin receptor | AID 2435 | CHO-OTR cells, Fluo-8 calcium fluorescence; normalized: DMSO 0%, oxytocin 100% | activation, % at 3 µM | 320,000 tested, 0.32% active;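 active = activation above the mean of all tested compounds plus 3 SD, cutoff set per screening run, cut at about 20% in these data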;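 note: peak over basal fluorescence ratio from a 100 s FLIPR kinetic read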
Target sequence (P30559 whole entry, looked up): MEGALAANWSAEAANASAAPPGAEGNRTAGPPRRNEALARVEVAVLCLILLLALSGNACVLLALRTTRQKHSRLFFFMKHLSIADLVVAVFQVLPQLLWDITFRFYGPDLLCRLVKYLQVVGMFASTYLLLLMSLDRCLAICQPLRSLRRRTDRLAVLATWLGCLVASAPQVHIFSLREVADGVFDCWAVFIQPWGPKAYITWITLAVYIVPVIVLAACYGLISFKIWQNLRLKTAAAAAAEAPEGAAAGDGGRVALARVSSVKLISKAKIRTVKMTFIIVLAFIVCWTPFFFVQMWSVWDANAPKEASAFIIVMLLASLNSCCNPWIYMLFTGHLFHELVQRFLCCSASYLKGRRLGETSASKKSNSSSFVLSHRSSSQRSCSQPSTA
PHOSPHO1 inh – inhibitors of human PHOSPHO1 phosphatase; recombinant PHOSPHO1, absorbance phosphatase assay; inhibition, % at 13.3 µM; 290,000 tested, 1.1% active; in the data active = inhibition above about 60%
Target sequence (Q8TCT1 whole entry, looked up): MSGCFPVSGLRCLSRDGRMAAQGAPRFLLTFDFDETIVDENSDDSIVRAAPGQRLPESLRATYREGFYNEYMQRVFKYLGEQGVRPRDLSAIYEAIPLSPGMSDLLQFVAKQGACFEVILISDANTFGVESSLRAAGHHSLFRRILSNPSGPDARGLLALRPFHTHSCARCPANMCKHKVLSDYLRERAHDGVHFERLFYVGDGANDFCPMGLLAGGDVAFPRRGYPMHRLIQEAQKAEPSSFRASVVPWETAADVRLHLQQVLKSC
NS3 helicase inh – blocks Hepatitis C virus NS3 helicase unwinding; NS3 helicase DNA unwinding, Cy5 molecular beacon fluorescence; inhibition, % at 10.9 µM; 290,000 tested, 0.56% active;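 active = inhibition above the mean of all tested compounds plus 3 SD, set per campaign, cut at about 35% in these data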;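 note: 0% = DMSO wells and 100% = thioflavine S control wells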
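Compound dosing – single dose, 10.9 µM nominal final, DMSO 0.8% final · System – NS3 helicase fragment of HCV · Buffer or medium – MOPS pH 6.5, MgCl2, DTT, Tween20, BSA · Signal – Cy5 beacon fluorescence read at start and 1 h · Also added – annealed dual-labelled DNA beacon duplex, ATP-started · Schedule – 1 h at 25 °C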
V1aR counter – counter-screen for oxytocin receptor agonists: human V1a receptor agonists | P37288 | CHO-V1R cells, Fluo-8 calcium fluorescence, agonist mode; 0% DMSO, 100% 3 nM vasopressin | activation, % at 3 µM | 320,000 tested, 0.25% active | AID 2797;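 active = activation above the mean activation of all tested compounds plus 3 SD, per screening run, cut at about 20% in these data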;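 note: signal is peak over basal fluorescence ratio across a 100 second FLIPR read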
VIM-2 inhibitor – inhibitors of Pseudomonas aeruginosa VIM-2 metallo-beta-lactamase. inhibition, % at 5.6 µM. AID 1527. 290,000 tested, 0.89% active. purified VIM-2, nitrocefin hydrolysis, epi-absorbance fluorescence;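 active = inhibition above the mean of all tested compounds plus 3 SD, cutoff set per screening run, cut at about 7.5% in these data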;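 note: red hydrolysis product quenches plate fluorescence so inhibitors raise well fluorescence; 0% = enzyme with DMSO and 100% = DMSO without enzyme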
IMP-1 inh – inhibitors of Pseudomonas aeruginosa IMP-1 metallo-beta-lactamase | purified IMP-1, nitrocefin hydrolysis, epi-absorbance fluorescence | 290,000 tested, 0.45% active | inhibition, % at 5.6 µM;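 active = inhibition above the mean plus 3 SD of all compounds in the same screening run, cut at about 4.5% in these data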;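 note: 0% = IMP-1 with DMSO and 100% = DMSO wells lacking enzyme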
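System: purified IMP-1; amount: IMP-1 0.2 nM before substrate addition; compound: single dose, 5.6 µM; times: 25 °C, 15 min preincubation, 25 min reaction; signal: Epi-absorbance via hydrolysed-nitrocefin quenching of white-plate fluorescence, 480/530 nm, EDTA stop; benchmarks: DMSO with and without IMP-1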
Starred values were filed as active, the others as inactive; · = no result given.

SMILES | GPR7 antagonist | GalR3 antagonist | DNA FID counter | OXTR ag | PHOSPHO1 inh | NS3 helicase inh | V1aR counter | VIM-2 inhibitor | IMP-1 inh
S=C(NCC1CCCO1)N1CCN(c2cccc(Cl)c2)CC1 (stereo unspecified) | 3.4 | -4.3 | -19.5 | 3.3 | -22.9 | -6.4 | 3.0 | -0.4 | -1.0
Cc1cccc(-c2c3c(=O)n(C)c(=O)n(C)c3c3cccnn23)c1 | -9.8 | -4.1 | 1.9 | -2.5 | -5.5 | -2.9 | -2.1 | -3.0 | -5.3
CCS(=O)(=O)N1CCN(CC2CC3C=CC2C3)CC1 (stereo unspecified) | -2.3 | -5.4 | -1.7 | 0.9 | 21.0 | 1.6 | 1.8 | 2.2 | -1.7
CSCCC(=O)N1CCC(n2nccc2NC(=O)c2ccc3c(c2)OCO3)CC1 | -12.5 | -0.4 | -11.4 | -0.3 | -19.7 | 7.0 | 0.6 | -2.0 | -3.7
OC(CCCN1CCC(O)(c2ccc(Cl)cc2)CC1)c1ccc(F)cc1 (stereo unspecified) | 4.7 | · | 9.0 | 3.6 | 6.0 | -11.1 | 2.1 | -0.7 | 0.1
O=C(Nc1ccc([N+](=O)[O-])cc1)C1(c2ccccc2)CCOCC1 | -0.4 | -0.8 | -2.3 | -1.5 | 0.8 | -8.5 | -0.8 | -4.0 | -1.5
Cc1ccc(SCC2(O)CCN(C(=O)c3ccc(Cl)cc3)CC2)cc1 | -12.7 | -2.3 | -34.2 | 7.0 | 62.0* | -3.0 | 6.7 | -2.2 | -3.8
CC(/C=N/NC(=O)Cc1cc(=O)[nH][nH]1)=C\c1ccccc1 | -4.8 | -6.8 | -22.5 | -0.8 | 6.2 | 39.4* | 2.5 | -1.7 | -4.5
CC(O)c1nc2ccccc2n1CCCCOc1ccccc1 (stereo unspecified) | -5.3 | -5.2 | -10.8 | 2.9 | 44.5 | -16.6 | 1.9 | 5.7 | 37.6*
COC(=O)c1ccc(C(=O)N(C)C2CCCN(Cc3ccccc3F)C2)nc1 (stereo unspecified) | -2.2 | -7.2 | -3.0 | -0.4 | · | 10.0 | 0.8 | -3.5 | -4.3
Cc1ccc(-c2nc(CNC(=O)c3cc(C)on3)cs2)cc1 | 3.2 | -0.8 | -18.1 | 3.5 | · | -3.9 | 7.0 | -0.3 | -1.8
CCN1CCCC1CNC(=O)Cn1cccc1C(=O)c1ccccc1 (stereo unspecified) | 7.7 | -3.5 | 5.0 | 0.5 | 17.6 | -0.7 | 0.1 | -1.1 | -1.1
CC1=CC(C)C2(CO)COC(c3cccnc3)C1C2C (stereo unspecified) | -9.2 | -5.7 | -4.1 | 0.9 | -8.9 | 6.2 | 0.5 | -3.6 | -4.3
CCCCOc1ccc(N2C(=O)CC(N(CCc3ccccc3)C(=O)/C=C/C(=O)O)C2=O)cc1 (stereo unspecified) | -8.4 | 0.2 | -34.2 | 0.0 | -8.2 | 21.8 | -0.3 | -3.6 | -1.8
COc1ccc(N(CC(=O)N2CC=C(c3ccccc3)CC2)S(=O)(=O)c2c(C)noc2C)cc1 | -5.0 | · | -2.0 | -0.9 | -2.3 | 0.4 | 0.2 | -4.4 | -2.5
Cc1cc(Cl)cc2c1NC(=O)[C@]21[C@@H]2C(=O)N(Cc3ccccc3)C(=O)[C@@H]2[C@@H]2CCCN21 | -0.1 | -1.9 | -32.0 | 2.5 | -5.7 | 4.5 | 1.8 | -0.2 | -5.4
O=C(CCCCCN1C(=O)c2ccccc2C1=O)NCc1ccco1 | -3.4 | 0.1 | -12.7 | -0.6 | 0.7 | 17.4 | -1.1 | -1.4 | 1.4
CCOc1ccc(CCNC(=O)/C=C/c2ccco2)cc1OCC | 7.0 | -1.2 | -41.0 | · | 36.0 | 20.7 | · | -3.0 | -2.1
CN(Cc1cc(=O)n2ccsc2n1)C1CCCCC1 | 0.5 | -0.2 | -5.1 | 0.5 | 34.2 | 6.5 | 3.2 | 2.2 | -0.2
COc1cc(/C=C2/C(=O)NN(c3cccc(F)c3)C2=O)ccc1OC(=O)c1ccco1 | -1.4 | -2.3 | -16.7 | -0.9 | -8.8 | 18.5 | -0.6 | 0.5 | -2.0
COc1ccc(C(=O)c2c(C(F)(F)F)oc3c2C(=O)c2ccccc2C3=O)cc1 | -2.5 | · | 6.3 | -1.3 | 96.9* | 2.2 | 0.7 | 1.2 | -2.7
COc1ccc(NS(=O)(=O)c2c(C(=O)N3CCCCCC3)c(C)n(C)c2C)cc1OC | -11.6 | -10.9 | -36.6 | 0.1 | 31.9 | -3.0 | 0.0 | -1.1 | -3.0
COc1cc(C2C3=C(CC(C)(C)CC3=O)Nc3c2c(=O)[nH]c(=O)n3Cc2ccccc2)ccc1O (stereo unspecified) | -9.2 | 4.3 | -12.8 | -1.0 | 2.3 | 4.4 | -0.7 | -3.8 | -3.3
N=c1c2c(ncn1CCCO)Oc1cc(O)ccc1C2c1ccccc1 (stereo unspecified) | -5.4 | -4.3 | -4.1 | 2.3 | 16.0 | 1.2 | 0.6 | -2.9 | -3.5
Cc1c(NS(=O)(=O)c2cccc([N+](=O)[O-])c2)c(=O)n(-c2ccccc2)n1C | -11.2 | -7.4 | -6.7 | 0.6 | 28.4 | 6.9 | -1.1 | -0.3 | -0.2
CCOC(=O)C1CCCN(CC(=O)Nc2c(C(=O)OC)[nH]c3ccc(C)cc23)C1 (stereo unspecified) | -2.4 | -3.3 | -30.0 | -1.2 | -0.2 | 10.4 | -0.9 | -0.5 | -1.4
COc1ccc(CNc2ccc(C)cc2)cc1Br | -0.8 | 2.2 | -1.1 | -1.9 | 8.0 | -4.6 | -1.1 | 0.7 | -2.1
O=C(CCN1CCCC1)c1cccs1 | -5.8 | -9.1 | -2.6 | 0.6 | 27.3 | 11.1 | 0.4 | -1.0 | -1.2
COC(=O)C(Cc1ccc(OC(=O)c2ccc(C(F)(F)F)cc2)cc1)N1Cc2ccccc2C1=O (stereo unspecified) | -11.7 | · | -6.2 | 9.6 | 20.1 | -0.8 | 8.3 | 0.5 | -1.7
O=C(O)CC12CC3CC(C1)CC(n1ncc(NCc4ccc5c(c4)OCO5)c(Cl)c1=O)(C3)C2 | 2.8 | · | -46.7 | 1.0 | -12.4 | -11.8 | 0.2 | -3.0 | -2.9
CCC(C)Oc1ccccc1C1CC(=O)NC2=C1C(=O)CCC2 (stereo unspecified) | -2.0 | -1.9 | -6.1 | 1.3 | 36.9 | -17.9 | 1.6 | -1.7 | 2.1
O=C(Cn1cnc2c(nnn2Cc2ccc(Cl)cc2)c1=O)N1CCN(c2ccccc2)CC1 | 2.6 | · | -22.9 | 4.2 | 11.8 | -12.3 | 4.0 | 0.5 | -0.8
O=C(NCCC1=CCCCC1)C1CCCN(S(=O)(=O)c2cnc[nH]2)C1 (stereo unspecified) | -9.5 | 0.2 | -1.6 | 2.0 | 0.7 | -0.6 | -0.2 | -2.2 | -2.9
Cc1cc(C)n2nc(SCC(=O)Nc3ccccc3)nc2n1 | -5.7 | -1.4 | -2.4 | 2.0 | 43.9 | -3.8 | 0.5 | 1.2 | -2.1
O=c1cc(-c2ccccc2)nc2nc[nH]n12 | 9.4 | -2.8 | 5.1 | 0.4 | 2.1 | 1.5 | 0.5 | 1.3 | -0.1
CCc1nnc(NC(=O)c2cc(OC)c(OC)cc2[N+](=O)[O-])s1 | -9.4 | -3.7 | -1.0 | 1.6 | 41.2 | -5.2 | -0.1 | 0.3 | -0.8
O=C(c1ccccc1)C1CCN(CC(=O)N2CCN(c3ccccc3)CC2)CC1 | -7.5 | -4.1 | 7.9 | -0.1 | 10.2 | -13.6 | 0.2 | 0.8 | 0.6
CCCC(NC(=O)c1ccco1)c1nc2ccccc2[nH]1 (stereo unspecified) | 16.2 | -0.9 | 2.8 | -0.7 | 6.2 | 1.4 | 0.1 | -0.7 | 0.0
O=C1CCC(NC(=O)c2ccccc2)C(=O)N1 (stereo unspecified) | 0.4 | -9.4 | -3.0 | · | 37.7 | -1.4 | · | -2.7 | -1.2
OCCN(CCO)CC(O)CN(c1ccccc1)c1ccccc1 (stereo unspecified) | -8.9 | 0.7 | 5.7 | 0.4 | 11.6 | -4.4 | 0.5 | -0.6 | -2.2
COC(=O)c1nnn(-c2nonc2N)c1CSc1ccccn1 | 8.3 | -6.2 | -13.4 | -0.9 | -47.4 | 7.0 | 0.6 | 0.6 | -1.1
O=C(Nc1ccccc1)Nc1ccc(Oc2ncnc3cc(Cl)ccc23)nc1 | -12.7 | · | -2.6 | 0.9 | 26.8 | -11.1 | 0.7 | -0.5 | -4.0
Cc1ccc(NC(=O)c2sc(N)nc2C)cc1 | 1.1 | -3.4 | -2.0 | -0.6 | 14.0 | -16.5 | 0.4 | -1.6 | -2.1
COc1ccc(NC(=O)CSc2nnc(N)n2CC(=O)Nc2ccc(OC)cc2)cc1 | -0.4 | 5.9 | -6.1 | -0.4 | 5.9 | 2.3 | 0.2 | -0.4 | -1.1
O=C(c1coc2ccccc2c1=O)N1CCN(c2cccc(C(F)(F)F)c2)CC1 | 10.0 | -4.7 | -23.1 | 3.2 | -15.0 | 0.2 | 5.7 | -0.5 | 0.7
CCc1ccc(NC(=O)CCc2c(C)nn(-c3ccc(N4CCOCC4)nn3)c2C)cc1 | -6.8 | -6.5 | -51.6 | 0.3 | 20.7 | -5.9 | 2.6 | -2.2 | -0.7
CCN(Cc1ccncc1)C(=O)c1cc(COc2c(F)cccc2F)on1 | 7.2 | -4.0 | -20.4 | 4.1 | 49.6 | 3.9 | 6.3 | -6.2 | -0.3
CCOC(=O)CNC(=S)N(Cc1ccccc1)Cc1cccnc1 | -13.4 | -3.9 | -10.4 | 0.1 | -2.7 | -1.7 | 0.2 | -2.7 | -4.7
CCCN(CCC)S(=O)(=O)c1ccc(C(=O)NNC(=O)c2cc(OC)c(OC)c(OC)c2)cc1 | -16.4 | 1.8 | -35.1 | 2.5 | 46.5 | 9.8 | 2.0 | -2.4 | -2.1
COc1ccc(NC(=O)c2ccccc2[N+](=O)[O-])cc1 | -5.0 | -8.8 | 1.0 | 0.7 | 15.8 | -3.3 | 1.8 | 0.1 | -1.8
